HTR5A ag ctr: counter-screen for OPRM1-OPRD1 agonists: human HTR5A agonism. activation, % at 9.3 µM. AID 504692. actives 0.61% (n = 340,000). P47898. HTR5A agonist assay, luminescence, cell-based; in the data active means activation mostly above about 9.5%, no sharp cut-off; inactive means mostly below about 7.6%;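 further: 0% = cells with vehicle only and 100% = reference agonist; strong numbers were not always called active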
Target sequence (P47898 whole entry, looked up): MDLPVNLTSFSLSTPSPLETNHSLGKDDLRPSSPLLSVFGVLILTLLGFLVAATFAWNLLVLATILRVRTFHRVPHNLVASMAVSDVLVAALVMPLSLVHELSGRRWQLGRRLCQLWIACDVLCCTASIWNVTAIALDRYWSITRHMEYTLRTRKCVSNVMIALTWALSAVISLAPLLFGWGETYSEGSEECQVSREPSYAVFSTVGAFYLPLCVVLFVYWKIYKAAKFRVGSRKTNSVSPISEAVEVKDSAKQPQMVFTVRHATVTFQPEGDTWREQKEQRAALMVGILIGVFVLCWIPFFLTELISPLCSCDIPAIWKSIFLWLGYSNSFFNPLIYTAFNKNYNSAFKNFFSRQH
SR-BI DiI-HDL act: activators of SR-BI mediated HDL lipid uptake; AID 504775; CHO ldlA[mSR-BI] cells, DiI-HDL uptake fluorescence, 3 h; 100 = double the neutral-control signal; activation, % at 12.5 µM; actives 0.096% (n = 320,000);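 active means mean replicate activation of at least 60% and every replicate at or above 60%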;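 further: 0% = median plate neutral-control signal and 100% = twice that signal; values of inactives mirror those of a sister screen read the other way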
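System: CHO ldlA[mSR-BI] cells / Medium: HEPES-buffered (25 mM, pH 7.4) F12 plus 0.5% BSA / Probe or stimulus: labelled HDL, 10 µg/mL / Doses: single compound concentration, delivered by pin transfer / Schedule: 3 h, 37 °C / Measured by: DiI fluorescence, bottom read / Measure: cell-associated DiI fluorescence as measure of HDL uptake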
Wnt act: activators of Wnt/beta-catenin signaling; Wnt/beta-catenin reporter cell assay, activator, plate reader; activation, % at 9.35 µM; actives 1.2% (n = 300,000); AID 743398; in the data active means activation above about 30%, passing the limit was not always enough;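 further: 0% = neutral control wells and 100% = positive control wells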
CDK5 p35 inh: CDK5/p35 (human) kinase inhibition; actives 0.01% (n = 330,000); Recombinant CDK5/p35, ADP-Glo luminescence, 60 min; AID 488839; inhibition, % at 10 µM; Q00535+Q15078;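 active means highest replicate inhibition of at least 50% and at least 75% of replicates reaching 50%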;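 further: plate controls were DMSO neutral control for no effect and GW8510 at 10 µM for full effect; many of its hits are not listed in these tables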
Rtt109 Vps75: blocks Candida albicans Rtt109/Vps75 acetyltransferase activity. Q5AAJ8. purified Rtt109/Vps75, ThioGlo CoA-SH fluorescence, 4 h. inhibition, % at 34.9 µM. actives 0.16% (n = 330,000). AID 540336;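 active means inhibition of at least 50% in every replicate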
MITF TRPM1 HTS: activators of MITF-driven TRPM1 promoter activity in SK-MEL-5 cells; activation, % at 12.5 µM; SK-MEL-5 TRPM1-promoter luciferase, 24 h; % of positive control, neutral wells = 0; actives 0.75% (n = 300,000);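 active means mean activation of at least 80% with every replicate also reaching 80%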;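 further: 0% = neutral control wells and 100% = parthenolide positive control wells; values of inactives mirror those of a sister screen read the other way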
SR-BI HDL uptake: mouse SR-BI HDL lipid transfer inhibition | ldlA[mSR-BI] CHO cells, DiI-HDL uptake fluorescence, 3 h | actives 0.96% (n = 320,000) | AID 488896 | inhibition, % at 12.5 µM | Q61009;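 active means mean replicate inhibition of at least 70% and a set share of replicates each scoring 70 or more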;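 further: 0% = median of neutral control wells and 100% = median of positive control wells; values of inactives mirror those of a sister screen read the other way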
cardiac RTF act: cardiac RTF calcium sensitization. actives 0.24% (n = 340,000). activation, % at 7.2 µM. IANBD-labeled TnC RTF fluorescence at EC20 calcium; 0% EC20 calcium, 100% full calcium. P19429+P45379;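 active means activation above the mean over all tested compounds plus 3 SD, cut at about 30% in these data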;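 further: rise in fluorescence read as greater calcium sensitivity of cardiac thin filaments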
dFosB activator: enhances mouse delta FosB homodimer DNA binding. P13346. purified delta FosB, TAMRA-CDK5 oligo fluorescence polarization; percent of positive-control signal above neutral wells. activation, % at 25 µM. actives 0.99% (n = 340,000). AID 493131;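 active means mean activation above about 17%, with every replicate also reaching it, limit read from the data, passing the limit was not always enough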;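 further: fluorescence polarization rise as delta FosB binds a TAMRA Cdk5 AP-1 oligo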
Target sequence (P13346 whole entry, looked up): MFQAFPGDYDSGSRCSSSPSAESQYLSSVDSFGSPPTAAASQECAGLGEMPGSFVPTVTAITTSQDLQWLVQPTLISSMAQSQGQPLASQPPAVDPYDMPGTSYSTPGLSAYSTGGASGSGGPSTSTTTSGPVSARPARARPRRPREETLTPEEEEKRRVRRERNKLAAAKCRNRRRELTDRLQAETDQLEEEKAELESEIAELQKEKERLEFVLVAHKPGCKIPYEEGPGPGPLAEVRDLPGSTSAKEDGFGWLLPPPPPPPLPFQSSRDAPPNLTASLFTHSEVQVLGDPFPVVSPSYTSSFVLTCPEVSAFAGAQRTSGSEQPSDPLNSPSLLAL
PvdQ acylase: P. aeruginosa PvdQ acylase inhibition. purified PvdQ acylase, fluorescence plate reader. inhibition, % at 10 µM. actives 0.063% (n = 340,000); in the data active means inhibition above about 30%, passing the limit was not always enough;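 further: 0% = vehicle neutral wells and 100% = reference inhibitor wells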
* marks the source's active call; other numbers are inactive results; x = not tested or not shown; & = joins results of further samples. Rows were taken by chance. About 4.4% of those tested had a hit in this group.

item	Structure	cardiac RTF act	Wnt act	Rtt109 Vps75	CDK5 p35 inh	SR-BI DiI-HDL act
1	COc1ccc(OCc2nnc(SCC(=O)NNC(=O)c3ccc(C)cc3)n2C)cc1	3	1	-2	-2.4	-13
2	Cc1ccsc1C(=O)NC(C)c1ccccc1 (configuration not stated)	-4	-4	6	-1.3	x
3	O=C(NC(=S)Nc1ccc(Cl)c(C(=O)O)c1)c1cccc(COc2ccccc2)c1	-9	0	11	0.2	-7
4	Cc1ccc(C(CC(=O)O)Nc2nc(N3CCCCC3)nc(N3CCCCC3)n2)cc1 (configuration not stated)	0	x	1	0.7	13
5	CCn1c(CCNC(=O)c2cccs2)n[nH]c1=S	4	-2	0	1.4	17
6	COc1ccc(-n2c(=O)cc(N3CCN(c4ccccc4OC)CC3)[nH]c2=O)cc1	4	x	-32	1.0	-4
7	CCN(CC)CCSc1nc2ccc(OC)cc2[nH]1	-1	0	-2	1.0	-5
8	Cc1ccnc(NC2CCCCC2)c1	-5	8	-6	-0.7	39

item	PvdQ acylase	SR-BI HDL uptake	dFosB activator	MITF TRPM1 HTS	HTR5A ag ctr
1	6	13	3	-1	-3
2	4	x	-2	4	-1
3	-2	7	-11	-12	-1
4	-11	-13	1	1	-4
5	-6	-17	1	-1	2
6	-15	4	-1	0	-5
7	0	5	-1	6	-1
8	13	-39	-5	24	4

Next entries follow.
item	Structure	cardiac RTF act	Wnt act	Rtt109 Vps75	CDK5 p35 inh	SR-BI DiI-HDL act
9	CCOCCCn1c(SC(C(=O)Nc2cc(C)ccc2C)c2ccccc2)nnc1-c1ccc(Cl)cc1 (configuration not stated)	-2	-1	2	-2.8	20
10	CSCC[C@H](NC(=O)c1ccc(Cl)c(S(=O)(=O)N2CCCC2)c1)c1nc2ccccc2[nH]1	-1	x	0	3.0	-1
11	COCCN(C(=O)c1csnn1)C(C(=O)NC1CCCCC1)c1ccc(Cl)cc1 (configuration not stated)	-2	-1	-4	1.1	14
12	CC(Sc1nc2sccc2c(=O)n1-c1ccccc1)C(N)=O (configuration not stated)	-4	-2	-1	1.2	x
13	C(=C\c1ccccc1)/CSc1ccccn1	-3	54*	1	-0.4	15
14	CCOC(=O)N1CCN(c2c(NCCc3ccccc3)c(=O)c2=O)CC1	-3	-1	-7	0.3	27
15	COC(=O)c1cc(C(=O)OCC(=O)Nc2cc(C)on2)cc([N+](=O)[O-])c1	3	0	4	2.3	0
16	CC(=O)c1ccc(NC(=O)/C=C/c2ccc(C)cc2)cc1	2	x	-15	-0.8	-44

item	PvdQ acylase	SR-BI HDL uptake	dFosB activator	MITF TRPM1 HTS	HTR5A ag ctr
9	-15	-20	-1	8	-3
10	7	1	-1	5	3
11	-10	-14	-9	-5	-3
12	-16	x	1	-12	-3
13	-7	-15	3	109*	-1
14	3	-27	-1	x	-5
15	-15	0	7	-5	15*
16	6	44	1	38	7

Looked up by compound from the list above (4):
item	Structure	cardiac RTF act	Wnt act	Rtt109 Vps75	CDK5 p35 inh	SR-BI DiI-HDL act
8	Cc1ccnc(NC2CCCCC2)c1	-5	8	-6	-0.7	39
2	Cc1ccsc1C(=O)NC(C)c1ccccc1 (configuration not stated)	-4	-4	6	-1.3	x
13	C(=C\c1ccccc1)/CSc1ccccn1	-3	54*	1	-0.4	15
11	COCCN(C(=O)c1csnn1)C(C(=O)NC1CCCCC1)c1ccc(Cl)cc1 (configuration not stated)	-2	-1	-4	1.1	14

item	PvdQ acylase	SR-BI HDL uptake	dFosB activator	MITF TRPM1 HTS	HTR5A ag ctr
8	13	-39	-5	24	4
2	4	x	-2	4	-1
13	-7	-15	3	109*	-1
11	-10	-14	-9	-5	-3

Continued.
item	Structure	cardiac RTF act	Wnt act	Rtt109 Vps75	CDK5 p35 inh	SR-BI DiI-HDL act
17	Cc1ccc2nc(NC(=O)CN3C(=O)NC4(CCCC4)C3=O)sc2c1	3	-3	x	-0.4	-19
18	Cc1ccc(C(=O)N2CCN(c3ccc(NC(=S)NC(=O)c4cccs4)cc3)CC2)cc1	1	-6	4	0.0	-38
19	CCn1cc(C(=O)O)c(=O)c2cnc(N3CCN(C(=S)Nc4ccccc4)CC3)nc21	0	-2	-8	-4.5	x
20	CCC(Oc1ccc(Br)cc1)C(=O)N1CCN(c2ncccn2)CC1 (configuration not stated)	-2	1	41	-0.5	6
21	COc1ccc2[nH]c3c(c2c1)CCN1C(=O)C(CC(=O)NCCCn2ccnc2)C[C@H](C(=O)N2CCCCC2)[C@@]31CCc1ccccc1 (some centres not stated)	-6	-1	-7	0.2	-14
22	Cc1ccc(-c2nc(SCC(=O)Nc3cc(C)on3)c3c(=O)n(C)c(=O)n(C)c3n2)cc1	0	2	4	-0.2	-13
23	CSc1ccc(CN2CCC(C(=O)NCc3ccc(C)cc3)CC2)cc1	10	-2	x	2.5	10
24	Cc1ccc(NS(=O)(=O)c2cc(C(=O)N3CCN(C)CC3)ccc2C)cc1	-3	x	-10	-0.7	-13

item	PvdQ acylase	SR-BI HDL uptake	dFosB activator	MITF TRPM1 HTS	HTR5A ag ctr
17	-9	19	9	-18	1
18	2	38	-5	-22	-4
19	-25	x	0	-10	-2
20	16	-6	0	3	3
21	1	14	-3	-2	-1
22	11	13	-2	-10	7
23	-9	-10	-9	-12	4
24	-9	13	-8	-6	8

(listing goes on)
item	Structure	cardiac RTF act	Wnt act	Rtt109 Vps75	CDK5 p35 inh	SR-BI DiI-HDL act
25	CCOC(=O)C1CCN(C(=O)CNS(=O)(=O)c2cccs2)CC1	-2	-3	-9	-0.6	13
26	CC1(CCC#N)N=C(SCCC#N)N(c2ccccc2)C1=O (configuration not stated)	4	0	-1	0.2	12
27	S=c1[nH]c2cc3c(cc2[nH]1)OCCO3	7	1	9	-0.2	-17
28	Clc1cc2c(c(Cn3cnc4ccccc43)c1)OCOC2	-4	-6	-1	x	-6
29	Cc1c(C)c2cc3c(C)coc3cc2oc1=O	-4	1	7	-1.2	1
30	COc1ccc(CN2CCCCC2C(=O)Nc2ccc(OC)c(OCC(C)C)c2)cc1OC (configuration not stated)	-6	2	-10&-8	-0.4	-21&-36
31	Cc1cc(C)n(CC(=O)N/N=C/c2ccc3c(c2)OCO3)n1	2	x	-3	-3.3	12
32	CCOc1ccc(CCNC(=O)CCc2nnc3ccc(N4CCCCC4)nn23)cc1OCC	-2	-1	7	-0.7	-37

item	PvdQ acylase	SR-BI HDL uptake	dFosB activator	MITF TRPM1 HTS	HTR5A ag ctr
25	8	-13	6	4	3
26	-7	-12	-5	0	-3
27	3	17	-4	1	0
28	-4	6	-7	4	0
29	0	-1	-4	30	3
30	-11&4	21&36	0	10	3
31	-11	-12	-7	-2	-2
32	-2	37	-5	x	3

(continued)
item	Structure	cardiac RTF act	Wnt act	Rtt109 Vps75	CDK5 p35 inh	SR-BI DiI-HDL act
33	CCOC(=O)c1c(C)n(C)c2cc([N+](=O)[O-])c(O)c([N+](=O)[O-])c12	1	24	14	-1.5	x
34	COC(=O)C1C(c2ccc(OC)cc2)NC(=O)NC1(O)C(F)(F)Cl (configuration not stated)	4	-2	-2	-2.0	11
35	O=C(NCC(=O)N(Cc1cccs1)C(C(=O)NC1CCCC1)c1ccncc1)c1ccco1 (configuration not stated)	9	-3	-8	-0.7	18
36	CCCCOC(=O)C(C)c1c(C)[nH]c(=S)[nH]c1=O (configuration not stated)	-1	x	2	2.1	11
37	O=C1CN(C(=O)CNC(=O)c2ccc(Cl)cc2Cl)CCN1	-5	-3	4	0.1	-8
38	CCC1(C)COC(c2ccc(OC)c(OC)c2)OC1 (configuration not stated)	15	-2	-1	-1.8	11
39	O=C(NCc1ccccc1)c1cccc(NC(=O)c2ccco2)c1	4	x	-6	0.2	5
40	NS(=O)(=O)c1ccc(Nc2ccc3cc(S(=O)(=O)N4CCCCC4)ccc3n2)cc1	-1	1	36	0.0	11

item	PvdQ acylase	SR-BI HDL uptake	dFosB activator	MITF TRPM1 HTS	HTR5A ag ctr
33	-6	x	-7	-3	1
34	-7	-11	2	3	-2
35	-18	-18	-1	-1	4
36	-6	-11	3	4	0
37	-13	8	-2	13	7
38	-8	-11	2	-13	0
39	-6	-5	7	8	4
40	-19	-11	-16	-25	-1

New compounds follow:
item	Structure	cardiac RTF act	Wnt act	Rtt109 Vps75	CDK5 p35 inh	SR-BI DiI-HDL act
41	Cc1ccc(Sc2nc3c(c(=O)[nH]c(=O)n3C)n2CCc2ccccc2)cc1	-3	-3	-8	-0.4	-15
42	COc1ccc(N2CCN(c3oc(-c4ccccc4OC)nc3C#N)CC2)cc1	4	-1	3	2.9	5
43	CCCNC(=O)c1ccc(N2CCC3(CC2)CC(c2cccc(Br)c2)=NO3)c(NC(=O)c2ccc(Br)cc2)c1	-2	1	4	2.4	-4
44	Cc1cc(C)cc(C(=O)NC(CC(N)=O)c2ccc(NCC3CC3)c([N+](=O)[O-])c2)c1 (configuration not stated)	4	-3	-9	0.7	-14
45	O=C(Nc1ncccc1O)c1cccc(S(=O)(=O)NCc2ccccc2)c1	0	2	-4	1.0	46
46	CCOc1ccc(C(=O)NC2CC(C)(C)NC(C)(C)C2)cc1	-1	-1	-1	0.9	-18
47	Cc1ccc(-c2noc(CC(=O)c3ccc([N+](=O)[O-])cc3)n2)cc1	-4	-1	-9	1.2	25
48	CCOCCCNC(=O)C(C)NS(=O)(=O)c1ccc(C)cc1 (configuration not stated)	-5	1	-4	1.7	-3

item	PvdQ acylase	SR-BI HDL uptake	dFosB activator	MITF TRPM1 HTS	HTR5A ag ctr
41	11	15	3	x	4
42	-3	-5	-13	-4	-2
43	-4	4	4	7	1
44	-15	14	-1	6	-1
45	-11	-46	1	1	-6
46	-19	18	-4	4	-1
47	8	-25	0	-9	0
48	-6	3	5	-3	-4

Some entries already given, showing only dFosB activator, Wnt act and Rtt109 Vps75.
cpd | Structure | dFosB activator | Wnt act | Rtt109 Vps75
42 | COc1ccc(N2CCN(c3oc(-c4ccccc4OC)nc3C#N)CC2)cc1 | -13 | -1 | 3
46 | CCOc1ccc(C(=O)NC2CC(C)(C)NC(C)(C)C2)cc1 | -4 | -1 | -1

Screens: PubChem, several laboratories
